Assay outcomes as filed in PubChem BioAssay.
IL2 activator – IL-2 activation. IL-2 activation reporter assay, cell-based qHTS; stimulated with anti-CD3/CD4/CD28 beads; in transgenic mouse T cells. activation, % (series mostly up to about 46 µM). 360,000 compounds, 0.065% hits. AID 652025; in the data active = activation above about 50%; inconclusive = mostly about 30% to 49%; note: 0% is about no effect
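Readout: EGFP and DsRed signals by fluorescent plate cytometry. Unstimulated transgenic mouse T cells received compound 60 min before antibody-bead stimulation, then incubated 18 h at 37 degrees C.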
WRN helicase inh – WRN helicase (human) inhibition; Potency, µM (top dose mostly 114 µM), for the others: at the highest dose activity change, negative = inhibition, hits mostly inhibitors; WRN helicase unwinding, fluorescent forked duplex, kinetic; AID 651768; 360,000 compounds, 0.46% hits; note: potency is the fitted concentration of half-maximal effect; % is set by controls: 0 for no effect and ±100 for the full control effect; nearly all actives have a fitted effect of over 55% in size
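Kinetic red-fluorescence monitoring (525/598 nm) tracks WRN helicase activity after 100 nM fluorophore-quencher forked duplex and 2 mM ATP are added to 20 nM enzyme pretreated 15 min at room temperature with compound.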
EPAC1 ag – agonists of human EPAC1 | 360,000 compounds, 0.073% hits | EPAC1 agonist qHTS, biochemical assay; response scale: 100% = response to 6.5 mM cAMP | AID 720707 | O95398 | Potency, µM (top dose mostly 154 µM), inactives show at the top dose activation, hits mostly activators; note: potency is the fitted concentration of half-maximal effect; nearly all actives have a fitted effect of over 60% in size
Target sequence (O95398 whole entry, looked up): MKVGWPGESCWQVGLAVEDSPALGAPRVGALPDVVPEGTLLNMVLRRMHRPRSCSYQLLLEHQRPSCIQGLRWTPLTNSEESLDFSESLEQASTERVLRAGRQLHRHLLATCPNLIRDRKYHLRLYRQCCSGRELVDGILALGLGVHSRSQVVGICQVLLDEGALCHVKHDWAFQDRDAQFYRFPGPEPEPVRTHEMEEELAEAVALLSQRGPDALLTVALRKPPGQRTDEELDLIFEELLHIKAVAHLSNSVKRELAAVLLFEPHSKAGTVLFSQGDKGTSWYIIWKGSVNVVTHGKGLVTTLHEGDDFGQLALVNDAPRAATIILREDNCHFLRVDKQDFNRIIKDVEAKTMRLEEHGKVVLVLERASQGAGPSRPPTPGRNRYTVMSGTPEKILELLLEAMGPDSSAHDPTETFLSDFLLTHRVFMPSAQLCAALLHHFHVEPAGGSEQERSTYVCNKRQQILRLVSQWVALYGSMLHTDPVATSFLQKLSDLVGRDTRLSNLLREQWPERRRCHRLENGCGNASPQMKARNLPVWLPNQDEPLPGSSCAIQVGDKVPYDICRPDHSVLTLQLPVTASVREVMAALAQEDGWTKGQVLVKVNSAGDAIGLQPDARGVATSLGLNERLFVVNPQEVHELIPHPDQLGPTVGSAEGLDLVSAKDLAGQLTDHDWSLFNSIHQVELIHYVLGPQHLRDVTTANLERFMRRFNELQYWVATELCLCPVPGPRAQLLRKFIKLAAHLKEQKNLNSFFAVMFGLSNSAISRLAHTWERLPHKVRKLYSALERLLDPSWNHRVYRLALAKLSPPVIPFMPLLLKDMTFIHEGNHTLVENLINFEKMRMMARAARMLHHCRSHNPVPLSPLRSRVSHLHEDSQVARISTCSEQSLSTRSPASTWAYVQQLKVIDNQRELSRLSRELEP
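Compounds were pinned as a concentration titration into mixtures of EPAC1 (100 nM), BODIPY-GDP-loaded Rap1B (250 nM) and GDP (50 uM). After 5 min at room temperature, fluorescence was followed for 30 min; activity was scaled to 6.5 mM cAMP.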
EPAC1 antag – EPAC1 (human) antagonism | O95398 | EPAC1 GEF assay, Rap1b-BODIPY-GDP exchange fluorescence | Potency, µM (series often up to 115 µM), inactives show at the highest dose activity change, negative = inhibition, most hits filed as inhibitors | 360,000 compounds, 0.14% hits;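 note: potency is the fitted concentration of half-maximal effect; plate controls were vehicle for no effect and positive control for full effect; nearly all actives have a fitted effect of over 50% in size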
EPAC2 ag – agonists of human EPAC2 (RAPGEF4); Q8WZA2; EPAC2 activation, biochemical qHTS; response scale: 100% = 6.5 mM cAMP response; Potency, µM (titrated, usually from 154 µM), without a hit: top-dose activation, hits mostly activators; 360,000 compounds, 0.079% hits; note: potency is the fitted concentration of half-maximal effect; nearly all actives have a fitted effect of over 50% in size
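Compounds were added across a concentration range to EPAC2 (100 nM), RAP1B-BODIPY-GDP (250 nM) and GDP (50 uM). After 5 min at room temperature, fluorescence was recorded at 5-min intervals for 30 min.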
CCT modulator – changes cytosolic chaperonin activity. purified chaperonin ATPase assay, HTRF ADP detection, 30 min. activity change, % (no concentration beside the values), hits read low. 360,000 compounds, 0.3% hits; in the data active = activity change below about -30%; note: % is set by controls: 0 for no effect and ±100 for the full control effect
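ATPase activity: ADP formed was measured by HTRF Transcreener (665/615 nm ratio) after 30 min at 37 deg C with 10 uM ATP. Compounds screened at one 76 uM concentration against 40 or 20 nM TRiC in Tris pH 7.4/KCl/MgCl2/DTT buffer.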
PLK1 PBD block – blocks phosphopeptide binding to human PLK1 polo-box domain; Plk1 PBD binding of FITC phosphopeptide, fluorescence polarization; P53350; 360,000 compounds, 2.8% hits; Potency, µM, without a hit: max response, negative = inhibition, most hits filed as inhibitors; note: potency is the fitted concentration of half-maximal effect; series mostly up to about 57 µM; % is set by controls: 0 for no effect and ±100 for the full control effect; nearly all actives have a fitted effect of over 65% in size
PI5P4Ka inh – blocks human PI5P4K alpha kinase activity | P48426 | PI5P4Kalpha enzyme, ADP-Glo luminescence, 60 min; stronger effect = lower value | max response, % | 330,000 compounds, 1.2% hits | AID 652105; active = max response of -50% or lower; inconclusive = between -30% and -50%; inactive = -30% or higher; note: value at the top dose of about 77 µM; % is set by controls: 0 for no effect and ±100 for the full control effect
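ADP-Glo luminescence end-point after a 60 min room-temperature kinase reaction. PI5P4Kalpha and substrate in HEPES pH 7.4 buffer with EGTA, 0.1% CHAPS and 5% DMSO; ATP at 5 microM final.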
Starred values were filed as active, the others as inactive; ? = inconclusive; / = not tested or not shown; [ ] = remark or other dose. Unless noted, calls come from the whole dose curve; as a rule, active = well fitted curve in the direction sought with a large enough effect; inconclusive = small, poorly fitted or top-dose-only effect, or another doubt; inactive = no such curve, though single readings can be large; an effect the other way counts as inactive or inconclusive. Some of the compounds tested; the hit share may differ from the screen's.

Results follow in this order: IL2 activator | WRN helicase inh | EPAC1 ag | EPAC1 antag | EPAC2 ag | CCT modulator | PLK1 PBD block | PI5P4Ka inh
- Cc1c(C)c2ccc(OC(C)C(=O)NC3CC(C)(C)NC(C)(C)C3)cc2oc1=O (configuration not stated)
    -1.8 | 3.7% | 0.2% | 0.4% | -2.4% | 1.7 | -7.8% | 1.8
- O=C(O)C1CCC(=O)N1C1c2ccccc2Oc2ccccc21 (configuration not stated)
    -3.2 | 2.7% | 2.5% | -14.7% | 9.1% | -15.1 | -4.1% | -1.3
- O=C(Nc1ccc2c(c1)OCCO2)C(c1ccncc1)n1c(=O)c(-c2ccco2)nc2ccccc21 (configuration not stated)
    0.1 | 0.2% | -5.7% | -0.2% | 0.8% | / | -4.3% | -18.2
- CCC1CCCCN1CCCNC(=O)CSc1nc2nc(C)c(Cc3ccc(C)cc3)c(C)n2n1 (configuration not stated)
    -0.2 | 8.0% | 0.3% | 6.5% | -0.4% | 2.6 | 3.6% | -3.2
- c1ccc(-n2nnc3c(N4CCOCC4)ncnc32)cc1
    -0.8 | 2.8% | 8.4% | -2.2% | 13.0% | -2.4 | ? | /
- COC(=O)C1=C2SCC(=O)N2C(N)=C(C#N)C1
    -2.3 | ? | 2.8% | -25.0% | 15.2% | -4.8 | ? | -16.5
- CCOC(=O)c1c(C)[nH]c(C(=O)N2CCN(C(=O)OCC)CC2)c1C
    0.0 | 6.0% | 8.8% | 4.9% | 6.8% | -0.6 | -11.2% | 1.1
- COc1ccc(-c2nnnn2C)cc1S(=O)(=O)NCc1ccccc1
    1.7 | -13.4% | 12.0% | -13.7% | 7.9% | -2.1 | -5.7% | /
- Cc1oc2nc(SCC(=O)NC3CCCCC3)nc(N)c2c1C
    0.7 | -14.4% | -6.4% | ? | -11.8% | 2.8 | -12.6% | 0.4
- CC(C)[C@H](NS(=O)(=O)c1ccccc1)C(=O)OCC(=O)NC1CCCCC1
    -0.5 | -0.8% | -8.0% | -7.9% | 1.2% | -0.2 | 5.2% | -3.9
- Cc1ccc(CNC(=O)C2CCCN(S(=O)(=O)c3cccc4nonc34)C2)cc1 (configuration not stated)
    -0.8 | 1.0% | 11.2% | 4.9% | 3.7% | -0.9 | 5.4% | -0.4
- CCN1CCN(C(CNS(=O)(=O)c2ccccc2)c2ccccc2)CC1 (configuration not stated)
    2.2 | 5.6% | -1.7% | -6.6% | 2.0% | -0.7 | ? | 2.7
- Cc1ccc(S(=O)(=O)NCCC(=O)N2CCCCCCC2)cc1C
    0.9 | -6.8% | 7.1% | -2.5% | 5.6% | -16.0 | -5.2% | 5.1
- CC(C)N1CCC(N2CCN(Cc3ccc(-c4ccc(Cl)cc4)o3)CC2CCO)CC1 (configuration not stated)
    -3.6 | -3.1% | 1.2% | -0.4% | 3.8% | -1.3 | -23.0% | -0.2
- O=C(c1cccs1)N1CCN(c2ncc(C(F)(F)F)cc2Cl)CC1
    -3.5 | -11.8% | 5.8% | 12.0% | -0.6% | -0.5 | -0.8% | 9.2
- CC(C)(C)c1ccc(NC(=O)c2ccccc2)c([N+](=O)[O-])c1
    -1.4 | -4.9% | -4.2% | -11.0% | 8.7% | -41.4* | -15.5% | 1.1
- COc1ccc(-n2c(C)c(C(C)=O)c3cc(O)ccc32)cc1
    -0.2 | -6.4% | / | / | / | 1.0 | / | -9.6
- CC(C(=O)Nc1cc(C(F)(F)F)ccc1N1CCOCC1)N1C(=O)C2CC=CCC2C1=O (configuration not stated)
    -0.4 | -7.1% | 7.6% | -6.0% | 5.3% | -0.9 | -24.1% | -3.3
- CCCN(CC(=O)Nc1ccc(F)c(F)c1F)C(=O)C1=COCCO1
    0.6 | 3.5% | 0.3% | 4.4% | -0.5% | -0.6 | -3.4% | 6.6
- Cc1nc2ccccc2c(=O)n1NC(=O)c1ccccc1Cl
    1.1 | -9.5% | -4.9% | 13.1% | 7.2% | 4.5 | 2.6% | /
- CC(C)(/C=N/NC(=O)CSCc1ccc(Cl)cc1)CCC#N
    0.5 | 0.3% | 3.1% | 8.4% | -3.5% | -0.9 | -5.3% | -5.4
- O=C(Nc1ccc2nc([C@@H]3O[C@H](CO)[C@@H](O)[C@H](O)[C@H]3O)[nH]c2c1)NC(c1ccccc1)c1ccccc1
    0.5 | 0.0%[57.1 µM] | -5.1% | -6.7% | -0.1% | -0.3 | -8.0% | ?
- O=C(CNC(=O)c1cccc(F)c1)N/N=C/C=C/c1ccccc1
    0.5 | 8.8% | -9.2% | -1.2% | 0.9% | 1.6 | -2.5% | ?
- Cc1ccc2oc(C(=O)NCC3CCOCC3)c(C)c2c1
    -1.2 | -5.3% | 14.2% | -1.3% | 7.5% | 0.2 | 2.8% | 13.7
- Cc1ccc(NC(=O)CC2S/C(=N/N=C/c3ccco3)NC2=O)cc1Cl (configuration not stated)
    5.9 | -10.9%[57.1 µM] | 5.7% | -9.9% | 0.1% | 2.7 | -2.8% | -11.9
- Cc1ccc(SCC(=O)OCC(=O)NCc2cccs2)cc1C
    -2.9 | 0.6% | -0.4% | -24.5% | 4.9% | -0.2 | 0.2% | 1.3
- O=C(CN1C(=O)CSC1=O)N1CCCCC1
    0.2 | -7.2% | 2.1% | 0.0% | 10.1% | 0.9 | 2.8% | 12.1
- CCN(CC)c1ccc(CNc2nnnn2C)cc1
    -1.8 | 23.0% | -16.1% | -21.5% | -3.0% | 0.7 | -12.2% | -11.8
- CCOC(=O)C1=CCN(S(=O)(=O)c2ccc(C)cc2)C1c1cccc2ccccc12 (configuration not stated)
    -0.9 | -9.1% | 6.8% | -11.3% | 7.4% | -0.2 | 8.4% | 4.8
- O=C1CNC(=O)c2c(nc3n2CCC3)N1
    0.4 | 2.7% | 2.6% | ? | 6.9% | 0.8 | -6.8% | /

By substructure: the compounds so far with a CF3 group
Results follow in this order: IL2 activator | WRN helicase inh | EPAC1 ag | EPAC1 antag | EPAC2 ag | CCT modulator | PLK1 PBD block | PI5P4Ka inh
- O=C(c1cccs1)N1CCN(c2ncc(C(F)(F)F)cc2Cl)CC1
    -3.5 | -11.8% | 5.8% | 12.0% | -0.6% | -0.5 | -0.8% | 9.2
- CC(C(=O)Nc1cc(C(F)(F)F)ccc1N1CCOCC1)N1C(=O)C2CC=CCC2C1=O (configuration not stated)
    -0.4 | -7.1% | 7.6% | -6.0% | 5.3% | -0.9 | -24.1% | -3.3

(more compounds)
Results follow in this order: IL2 activator | WRN helicase inh | EPAC1 ag | EPAC1 antag | EPAC2 ag | CCT modulator | PLK1 PBD block | PI5P4Ka inh
- O=S(=O)(c1cc(Cl)ccc1Cl)n1nnc2ccccc21
    -2.3 | -10.9% | 15.6% | -0.6% | 11.4% | -4.3 | -6.3% | /
- CCc1nnc(NC(=O)CN2CCN(Cc3cccc(Cl)c3)CC2)s1
    0.7 | -28.1% | 10.7% | -3.3% | -8.0% | -13.4 | -10.6% | 3.5
- Cc1cccc(OCCCC(=O)Nc2ccc(S(N)(=O)=O)cc2)c1C
    -0.6 | -9.4% | -3.9% | 1.9% | -6.1% | -0.3 | -2.8% | 2.9
- O=C(O)COc1c(F)c(F)c(C(F)(F)F)c(F)c1F
    -0.9 | 3.5% | -7.6% | 2.1% | -17.5% | -3.5 | 1.5% | 2.5
- CCCCC(=O)Nc1ccc(C(N)=O)cc1
    -2.4 | 2.7% | 10.7% | 4.7% | 5.6% | -0.7 | -8.5% | /
- O=C(Nc1ccccn1)C1CCN(S(=O)(=O)c2ccccc2)CC1
    -5.5 | 7.2% | -0.2% | 8.6% | -4.4% | 1.1 | 1.0% | -4.3
- Cc1ccc(C)c(N(CC(=O)NN=C2CCCCCCC2)S(C)(=O)=O)c1
    1.1 | -22.7% | 9.7% | -23.6% | 10.0% | 0.6 | -1.6% | 6.2
- CCN1CCCC1CNC(=O)CCc1nc(-c2ccc(C)cc2)no1 (configuration not stated)
    -1.3 | 4.9% | 1.2% | -14.3% | 11.1% | -3.4 | -11.6% | 4.5
- COc1ccnc(N=CNOCc2cccc(Cl)c2Cl)c1C#N
    -3.6 | -10.0% | -1.7% | -13.5% | 2.7% | -0.8 | -15.8% | 30.2
- CCNC(=O)NC1c2ccccc2CSc2ccccc21 (configuration not stated)
    -0.8 | -4.9% | 6.3% | ? | -0.8% | -0.5 | -6.7% | -2.2
- COC(=O)[C@@]12C[C@@H](CC(=O)N3CCC(c4ccccc4)CC3)C(=O)N(CCc3ccc(OC)c(OC)c3)C1=CCC(C)(C)C2
    -1.2 | -2.6% | -11.9% | -14.2% | 8.5% | / | -2.4% | 4.3
- O=C(Cn1cnc2scc(-c3ccccc3)c2c1=O)N1CCOCC1
    1.3 | 6.9% | 1.9% | -1.4% | 10.2% | 0.6 | -4.4% | /
- CCC1CCC2(CC1)NNC(=S)NN2
    0.2 | 4.5% | 8.9% | -9.3% | 14.4% | -2.3 | -19.6% | -8.1
- COc1ccc(S(=O)(=O)N(C)C[C@H]2Oc3ncc(Br)cc3C(=O)N([C@@H](C)CO)C[C@@H]2C)cc1
    -1.0 | -4.4% | 14.3% | 8.2% | 8.5% | -2.0 | -10.6% | 3.4
- COc1ccc2oc(=O)c(/C(N)=N/NC(=O)c3ccncc3)cc2c1
    2.5 | -11.2% | -5.3% | -4.0% | 0.9% | 0.5 | 23.8µM* | 3.5
- CCN(CC(=O)Nc1ccccc1C(F)(F)F)C(=O)COc1cccc2c1OC(C)(C)C2
    3.3 | -6.1% | -60.8% | 2.8% | 5.0% | 0.5 | -6.7% | -6.8
- CC1CCCN(CCCNC(=O)c2ccc3c(c2)N(Cc2ccc(F)cc2)C(=O)c2ccccc2S3=O)C1 (configuration not stated)
    -3.7 | 3.8% | 0.0% | -30.5% | 12.7% | -3.1 | -15.7% | -6.0
- CC1CCN(c2ncnc3ccccc23)CC1
    -0.5 | 5.9% | -3.3% | 4.3% | 4.6% | -0.8 | 1.7% | /
- O=C(Cc1ccsc1)Nc1cc(F)ccc1F
    -0.6 | -2.5% | 1.2% | 7.1% | 2.1% | -2.5 | -3.3% | 3.6
- Cc1ccc(NC(=O)C(C)OC(=O)c2ccc(NS(=O)(=O)c3ccc(F)c(F)c3)cc2)cc1 (configuration not stated)
    -1.9 | -4.8% | -7.0% | -1.2% | -4.6% | -0.9 | -4.5% | -3.4
- CCC(=O)/C(=C(/O)c1ccccc1)c1nc2ccccc2[nH]1
    0.3 | -12.4% | -3.0% | -5.4% | -2.8% | -1.3 | 10.3% | 0.7
- COC(=O)CNC(=O)Cn1nc(C)c([N+](=O)[O-])c1C
    1.4 | -2.7% | 7.1% | -5.3% | 8.0% | 1.0 | 0.6% | 0.3
